NCI-60 one-dose screen, 48 h, at 10 µM unless noted. Numbers give growth in % (100 = growth as untreated, 0 = no growth, -100 = all killed).
UO-31: UO-31 renal cancer | hit rate 5.2% among 81,000 | AID 1794768
OVCAR-4: OVCAR-4 ovarian cancer cells. AID 1794784. hit rate 3.7% among 80,000
SN12C: SN12C renal cancer cells; AID 1794767; hit rate 3.8% among 81,000
OVCAR-5: OVCAR-5 ovarian cancer | hit rate 2.9% among 82,000
TK-10: TK-10 renal cancer cells. hit rate 3.9% among 81,000. AID 1794769
786-0: 786-0 renal cancer cells | hit rate 5.1% among 81,000
IGROV1: IGROV1 ovarian cancer. AID 1794786. hit rate 4.7% among 79,000
SK-OV-3: SK-OV-3 ovarian cancer cells | AID 1794785 | hit rate 3.2% among 80,000
Starred values were filed as active, the others as inactive; nt = no result given; & = joins results of further samples; [ ] = dose if it differs, or a comment. How the source made its calls: active means growth percent below 10; inactive means the rest.

A first look, 4 compounds:
SMILES	UO-31	OVCAR-4	SN12C	OVCAR-5	TK-10	786-0	IGROV1	SK-OV-3
Nc1nc2c(nc(N3CCOCC3)n2[C@@H]2O[C@H](CO)[C@@H](O)[C@H]2O)c(=O)[nH]1	96	99	96	101	104	102	107	nt
O=C(CNCc1ccccc1)Nc1ccc(-c2nc3ccccc3s2)cc1	80	98	95	88	112	91	103	118
Nc1c(C(=O)Nc2ccccc2Cl)sc2nc3c(cc12)CCCC3	88	81	97	98	117	105	103	109
COc1ccc(-n2cc(-c3ccc(OC)c(OC)c3)n(C(C)=O)c2=O)cc1	97	105	102	96	114	106	116	110

This part in full (from the top)
SMILES	UO-31	OVCAR-4	SN12C	OVCAR-5	TK-10	786-0	IGROV1	SK-OV-3
Nc1nc2c(nc(N3CCOCC3)n2[C@@H]2O[C@H](CO)[C@@H](O)[C@H]2O)c(=O)[nH]1	96	99	96	101	104	102	107	nt
O=C(CNCc1ccccc1)Nc1ccc(-c2nc3ccccc3s2)cc1	80	98	95	88	112	91	103	118
Nc1c(C(=O)Nc2ccccc2Cl)sc2nc3c(cc12)CCCC3	88	81	97	98	117	105	103	109
COc1ccc(-n2cc(-c3ccc(OC)c(OC)c3)n(C(C)=O)c2=O)cc1	97	105	102	96	114	106	116	110
O=S1(=O)CCN(C2CC2)CC1	99	96	104	101	105	101	104	100
Cn1c(N)cc(=O)n(C)c1=O	97	108	91	96	99	97	106	105
C[C@]12CC[C@H](O)CC1=CC[C@@H]1[C@@H]2CC[C@]2(C)C(c3cccnc3)=CC[C@@H]12	37	50	91	92	94	37	43	88
O=[N+]([O-])c1cc(/C=N/N2CCCCCC2)ccc1Cl	80&84	91&100	98&96	79&92	94&99	94&89	89&101	101&101
CC(=O)O[C@H]1CC[C@@]2(C)C(=CC[C@@H]3[C@@H]2CC[C@]2(C)C(c4cccnc4)=CC[C@@H]32)C1	34	47	97	96	91	14	63	77
Nc1ccc([N+](=O)[O-])cc1Br	92	110	92	102	104	106	124	112
C=CC(=O)OCC(C)(C)COC(=O)C=C	104	104	88	105	96	100	118	102
NC1=NC2(CCCC2)N(c2ccc(S(=O)(=O)Nc3ccccn3)cc2)C(N)=N1	88	111	97	93	99	103	104	110
COc1cccc(C(=O)O)c1[N+](=O)[O-]	nt	113	100	105	101	nt	141	104
Fc1ccc(-c2nnc(-c3c(-c4ccc(F)cc4)nc4ncccn34)o2)cc1	78	106	104	87	111	93	106	112
COc1cc(-c2c[nH]cc2-c2ccccc2)c(OC)c2c1OCO2	73	81	91	94	99	97	94	100
CC(C)(C)c1ccc[nH]1	100	105	97	100	96	100	127	103
COc1ccc2nc(-c3ccc(Cl)cc3)cc(-c3nnc(SCC(=O)Nc4ccc(C(C)=O)cc4)n3-c3ccccc3)c2c1	84	94	114	96	nt	91	107	94
CCOC(=O)C(Cc1cn(C(C)=O)c2ccccc12)P(=O)(OCC)OCC (stereo not given)	67	100	98	92	117	104	96	104
Cc1c(N)cccc1C(=O)O	96	108	103	102	116	103	110	110
Nc1nc(=S)c2ncn(C3OC(COC(=O)c4ccc(Cl)cc4)C(OC(=O)c4ccc(Cl)cc4)C3OC(=O)c3ccc(Cl)cc3)c2[nH]1 (stereo not given)	79	86	93	92	91	84	94	44
CC1C=CC(C)C(C(=O)c2ccccc2)C1C(=O)c1ccccc1 (stereo not given)	65	102	99	89	95	97	97	99
CO[C@H]1/C=C/C=C/C=C/C[C@H](OC(=O)[C@@H](C)NC(=O)C2CCCCC2)[C@H](C)[C@@H](O)/C(C)=C\CCC2=CC(=O)C=C(NC(=O)C1)C2=O	5.5*	-14*	-10*	3.2*	nt	-5.6*	4.0*	-21*
CCCCCc1ccc(S(=O)(=O)Nc2cccc(-c3csc(NC(=O)CN4CCN(C)CC4)n3)c2)cc1	75	81	91	105	115	64	84	91
COc1cc(O)c2c(=O)c(OC)c(-c3ccccc3)oc2c1	nt	101	92	90	148	102	nt	96
O=C1CN(CO)C(=O)CN1CO	88	111	99	95	124	105	105	111

(listing goes on)
SMILES	UO-31	OVCAR-4	SN12C	OVCAR-5	TK-10	786-0	IGROV1	SK-OV-3
CC(C)CCNC(=O)CCn1ccc(N2CCCCC2)cc1=O	82	102	99	92	106	108	110	110
Cc1ccc(C)n1NC(=O)CN(C(C)C)C(C)C	nt	101	106	98	106	99	110	106
C/C(=C1/C(=O)Nc2ccccc21)c1ccc(NS(C)(=O)=O)cc1	64	104	102	99	149	107	77	102
O=S(=O)(Nc1ccc(OCc2nnc(-c3ccccc3)o2)c(F)c1)c1ccc(Cl)cc1	87	85	98	98	113	100	127	110
O=C1CCNC(=O)N1	88	117	105	109	106	104	109	108
CC(=O)Oc1c(C)c(OC(C)=O)c2c(c1C(C)=O)OC1CC(=O)C(C(C)=O)=C(O)C21C (stereo not given)	89	99	96	102	109	95	nt	98
CC(C)CC(CC(C)C)=NNc1ccc([N+](=O)[O-])cc1[N+](=O)[O-]	65	100	97	110	107	95	105	97
COc1ccc(/C=N/N=C(\N)c2c(N)nc(=S)[nH]c2-c2ccc(Cl)cc2Cl)cc1	98	122	108	117	143	90	108	108
COc1ccc(C(C)=O)cc1CSC(=S)N1CCSCC1	31	81	61	97	104	88	78	103
NS(=O)(=O)c1ccc(Nc2nc3n[nH]c(Nc4ccccc4)c3c(=O)[nH]2)cc1	75	105	103	111	106	101	102	84
COc1ccc(-c2nnc(SCC(=O)Nc3ccc(C(=O)/C=C/c4ccc(Cl)cc4)cc3)n2-c2ccccc2)cc1OC	96[100 µM]	91[100 µM]	93[100 µM]	97[100 µM]	72[100 µM]	40[100 µM]	93[100 µM]	92[100 µM]
Nc1nnc2c3c4c(sc3ncn12)CCCC4	79	100	99	106	127	95	75	80
O=C1c2cc(Cl)ccc2S(=O)(=O)c2c(NCCCNCCO)nc3ccccc3c21	-94*	-32*	-46*	-18*	-80*	2.5*	8.9*	76
CC/C=C\C[C@@H](O)C/C=C1/C(=O)C=C[C@H]1C/C=C\CCCC(=O)O	100	98	67	144	113	120	nt	116
COc1ccc(-n2cnc3c(oc4ncccc43)c2=O)cc1	61	98	96	107	129	101	85	84
C=CCNC(=S)N/C=C(/C(=O)c1ccccc1)c1ccccc1	95	110	94	98	107	111	106	110
O=C1C[C@@H]2/C(=C(O)\C=C\c3ccccc3)C(=O)C=C[C@@H]2O1	-86*	37	-22*	51	3.4*	-47*	-53*	86
CC(=O)Nc1ccc(N)cc1N	73	108	100	95	114	106	114	103
COc1cc(NC(=O)c2cc(-c3ccc(F)cc3F)ccc2O)cc(OC)c1OC	9.3*	17	19	111	33	54	38	35
C=C(C)CC(C)(O)c1cccc2ccccc12 (stereo not given)	95	106	105	90	112	107	101	115
CO/N=C(/C(=O)N[C@@H]1C(=O)N2C(C(=O)O)=C(COC(C)=O)CS[C@H]12)c1csc(N)n1	85	104	96	105	nt	103	106	109
Cc1c(C(=O)Nc2ccccc2)sc(N)c1C#N	69	nt	95	108	109	111	95	102
S=c1nn[nH]n1C1CCCCC1	100	109	105	117	118	100	104	137
CCS(=O)(=O)c1nc(NC)c2ccsc2n1	80	106	97	95	96	96	104	109
C=C(C)C(=O)Oc1ccc(N=Nc2ccc(C)cc2)ccc1=O	21	32	41	75	56	45	26	72

(list continues)
SMILES	UO-31	OVCAR-4	SN12C	OVCAR-5	TK-10	786-0	IGROV1	SK-OV-3
O=C(Nc1ccccc1)c1ccc(COc2ccccc2)o1	78	108	101	97	94	81	99	102
Cc1ccc(-c2cc(-c3ccc(Br)s3)[nH]c(=O)c2C#N)cc1	77	108	95	104	111	102	98	nt
N#CC(Cc1ccccc1)c1cc2ccccc2[nH]1 (stereo not given)	69	94	95	97	nt	99	97	nt
Cc1sc2nc(NCc3ccccc3)[nH]c(=O)c2c1C	75	92	68	70	67	67	68	51
COC(=O)C1=C(C)NC(C)=C(C(=O)OC(C)(C)C)C1c1cccc(C#N)c1 (stereo not given)	92	90	110	111	116	93	99	111
Cc1ccc(S(=O)(=O)CCc2cc[n+](C)cc2)cc1	95	116	94	93	88	101	95	96
C(=C/c1ccccc1)/C=C/c1ccccc1	90	101	105	106	108	96	97	101
C#C[C@]1(O)CC[C@H]2[C@@H]3CC=C4c5sc(-c6ccc(Cl)cc6)nc5CC[C@]4(C)[C@H]3CC[C@@]21C	87	109	97	100	136	96	97	109
N#Cc1c(N)c(C(=O)c2ccc3c(c2)OCCO3)n2c1CCCC2	34	81	43	58	40	53	11	31
Cn1cnc2c(=S)nc[nH]c21	76	101	98	nt	106	106	95	99
Nc1ccc2c(c1)C(=O)OC2	86	112	103	100	99	100	104	110
C=CCCCCCCCCC(=O)OC1CCCC1	95	114	105	107	101	110	104	115
O=C(Nc1ccc(Br)cc1F)c1cc(I)ccc1O	2.0*	15	5.9*	24	13	2.9*	17	-10*
Cc1ccc(C)c2c1SC1=NNC(N3CCNCC3)=C(C#N)C(=N)N12	86	nt	117	104	120	109	98	94
CC(=O)c1ccc2c(ccc3ccccc32)c1	100	100	102	104	nt	91	101	112
COc1ccc(-n2nc(C(=O)N/N=C\c3ccc(F)cc3)cc2-c2ccc(Br)cc2)cc1	66	90	94	90	113	92	86	100
O=[N+]([O-])c1ccc(N(Cc2ccccc2)Cc2ccccc2)c([N+](=O)[O-])c1	62	75	90	82	91	96	93	93
C#Cc1cccc(Nc2ncnc3ccc(NC(=O)c4ccccc4)cc23)c1	56	80	77	83	26	77	34	75
COC(=O)C1=NC(=S)N=C(C(=O)OC)C12Cc1ccccc1C2=O	62	106	94	105	118	114	83	115
O=C(Nc1ccc(-n2cc(-c3ccncc3)c(-c3ccc(O)c(Cl)c3)n2)cc1)Nc1ccc(Cl)c(Cl)c1	105	116	100	94	102	82	122	97
COC(=O)c1nc(N)nc(C(=O)OC)c1C(=O)c1ccco1	91	106	106	114	97	113	118	125
Cc1cccc(C)c1NC(=O)CSC(=S)N1CCOCC1	89	103	104	102	86	94	100	105
COc1ccc(NC(=O)CSc2ccc(-c3ccc(Br)cc3)nn2)cc1	82	101	99	106	115	106	108	124
Cc1[nH]nc2c1C(c1cc(=O)oc3c1ccc1ccccc13)CC(=O)O2 (stereo not given)	73	95	99	102	95	99	93	93
C=CC(C)(C)[C@@]1(C[C@@H]2NC(=O)[C@@H]3CCCN3C2=O)C(=O)Nc2c1ccc1c2C=CC(C)(C)O1	109	111	103	104	nt	107	108	106

Going on with the list.
SMILES	UO-31	OVCAR-4	SN12C	OVCAR-5	TK-10	786-0	IGROV1	SK-OV-3
Brc1ccc2[nH]cc(-c3nonc3-c3c[nH]c4ccccc34)c2c1	30	46	57	49	42	67	44	60
O=S1(=O)CC(Br)C(Br)C1 (stereo not given)	77&65	96&63	88&93	108&96	64&40	82&101	59&90	110&105
O=C1S/C(=C/c2ccc(Cl)cc2)C(=O)N1c1nc(N2CCCC2)nc(N2CCCC2)n1	67	89	95	98	101	87	98	104
CCOc1cc(Cl)c(C(C)NC(=O)c2ccccc2)cc1OCC (stereo not given)	84	nt	91	108	98	92	nt	104
COc1cc(OC)cc(Oc2nccc(-c3cn(CC(N)=O)nc3-c3cc(C)cc(OC)c3)n2)c1	83	84	95	99	103	94	101	93
O=C1/C(=C/c2ccc(-c3ccc(Br)cc3)o2)SC(=S)N1CCCN1CCOCC1	85	112	99	99	114	106	102	95
COc1ccc(NC(=O)[C@@H]2CCC(=O)N2)cc1OC	88	98	95	109	107	109	103	102
CCC(=O)Nc1ccc(-c2nc(-c3cccc(O)c3)c(-c3ccnc(Br)c3)[nH]2)cc1	70	51	67	93	88	47	85	94
COc1ccccc1S(=O)(=O)Nc1ccc2c3c(cc(-c4ccoc4)nc13)C(=O)N2C	40	55	82	76	38	54	62	59
C=C(C)[C@@H]1CC[C@]2(C(=O)NCCCN)CC[C@]3(C)[C@H](CC[C@@H]4[C@@]5(C)CC[C@H](O)C(C)(C)[C@@H]5CC[C@]43C)[C@@H]12	-34*[100 µM]	nt	-35*[100 µM]	-48*[100 µM]	-32*[100 µM]	-23*[100 µM]	-6.9*[100 µM]	-27*[100 µM]
O=C1CSC(=Nc2ccccc2C(=O)O)N1	91	104	100	102	107	102	111	110
CCCOc1ccc(C(N)=S)cc1	86	97	113	102	103	112	104	105
c1ccc2cc(Cn3cc(CSc4nc5ccccc5s4)nn3)ccc2c1	78	98	95	100	102	101	94	93
CC1CCCN(CCCOc2ccc(-c3ccc(C#N)cc3)cc2)C1 (stereo not given)	77	95	91	95	104	88	91	93
O=C1C=CC(=O)N1c1cccc([N+](=O)[O-])c1	88	107	106	116	105	96	nt	106
CCCCCCC1(C)OCC(C)(C)CO1	95	104	105	102	118	113	101	111
CCCCCC1CC(=O)NC1(C(=O)OCC)C(=O)OCC (stereo not given)	nt	nt	94	97	109	115	nt	109
Clc1ccc2[nH]cc(-c3nn4cc(-c5cccnc5)nc4s3)c2c1	72	105	97	108	184	113	88	91
CCOC(=O)/C(C#N)=C/c1ccc(O)cc1	93	112	104	106	104	104	114	100
CCOC(=O)c1[nH]c(C)c(I)c1C	82	98	115	103	87	97	104	108
CC(C)OC(=O)Nc1ccc(-c2ccc(NC(=O)OC(C)C)cc2Cl)c(Cl)c1	80	100	109	88	109	91	81	101
Cc1ccc(C2=Nn3c(nnc3-c3ccccc3)SC2)cc1	43	67	47	63	48	47	49	25
CCCn1cc(/C=N\N=C2\C(=O)Nc3ccccc32)c2ccccc21	70	68	89	119	158	98	70	96

One compound at a time, from the list above. Screens in order: UO-31 | OVCAR-4 | SN12C | OVCAR-5 | TK-10 | 786-0 | IGROV1 | SK-OV-3
Clc1ccc2[nH]cc(-c3nn4cc(-c5cccnc5)nc4s3)c2c1 across the screens: 72 | 105 | 97 | 108 | 184 | 113 | 88 | 91
c1ccc2cc(Cn3cc(CSc4nc5ccccc5s4)nn3)ccc2c1 across the screens: 78 | 98 | 95 | 100 | 102 | 101 | 94 | 93
O=C1/C(=C/c2ccc(-c3ccc(Br)cc3)o2)SC(=S)N1CCCN1CCOCC1 across the screens: 85 | 112 | 99 | 99 | 114 | 106 | 102 | 95

Source: PubChem (NCI)
